# LDHA inh = inhibitors of human lactate dehydrogenase A; AID 1347041; hit rate 0.15% among 480,000; purified LDHA, NADH/diaphorase-resazurin fluorescence; active compounds read low; P00338; activity change, % (values are at about 110 or 230 µM); in the data active = activity change below about -30%; inconclusive = mostly about -25% to -30%;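 note: plate controls were DMSO wells for no effect and wells without enzyme for full effect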
#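 Human LDH5 at 2 nM final in Tris HCl pH 7.4 with 0.06 mM NADH and 0.2 mM pyruvate, reacted 5 minutes at room temperature. Remaining NADH coupled via diaphorase/resazurin; resorufin fluorescence read at 0 and 20 minutes, normalized to enzyme-free and DMSO wells.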
# * marks the source's active call; other numbers are inactive results; ? = inconclusive. Not all compounds are listed; the hit share may differ from the screen's.
compound | LDHA inh
Cc1oc(-c2nc(C#N)c(N(C)C)o2)cc1S(=O)(=O)N(Cc1ccccc1)C(C)C | 3
O=C(NCCCNC(=O)c1cccc2cccnc12)c1cccc2cccnc12 | -1
COc1ccc(-n2c(C)c(C)c3c2ncn2nc(-c4ccco4)nc32)cc1 | -4
CCc1ccc(C(=O)COC(=O)c2ccc(S(=O)(=O)NCc3ccco3)cc2)cc1 | 8
COC(=O)[C@@]12C[C@@H](CC(=O)NCc3ccccc3)C(=O)N(Cc3ccco3)C1=CCC(C)(C)C2 | 1
COC(=O)c1cn(CC(=O)N2CCC2)c2ccccc12 | 3
O=C(O)c1ccc(C(=O)C2CCCCC2C(=O)O)cc1 (stereo not drawn) | 1
CC(Sc1nnc(C2CC2)n1Cc1ccccc1)C(=O)Nc1ccnn1C(C)C (stereo not drawn) | -10
Cn1c(=O)c2c(ncn2CC(=O)Nc2c(Cl)cccc2Cl)n(C)c1=O | 10
CCCS(=O)(=O)CCSS(=O)(=O)O | -11
CCOC(=O)C(NC(=O)c1ccc(OC)cc1)(Nc1cc(Cl)ccc1OC)C(F)(F)F (stereo not drawn) | 4
O=C(NC1CC1)c1cc(SCC(=O)N2CCOCC2)nc2ccccc12 | 12
COc1ccc2c(C)c(CC(=O)NCCc3ccccc3F)c(=O)oc2c1C | -7
CCCn1nnnc1CN1CCCC1c1ccc(OC)c(OC)c1 (stereo not drawn) | -3
CC(C)CCNC(=O)C1(NC(=O)NCc2ccccc2)CCCC1 | 1
CC(C)(C)NC(=S)N1CCn2cccc2C1c1ccc(F)cc1 (stereo not drawn) | -3
CCCCCCc1cc2c3c(c(=O)oc2cc1OCC(=O)OC(C)C)CCCC3 | 3
CC(C)C[C@H]1CN(CCCC[C@@H]2CNC(=O)C(=O)N2CCc2ccccc2)C(=O)C(=O)N1CCC1CCCCC1 | -5
c1ccc2c(CNC3CC3)cccc2c1 | 2
CC1Cc2ccccc2N1C(=O)c1cccc(S(=O)(=O)Nc2ccccc2F)c1 (stereo not drawn) | -1

# (more compounds)
compound | LDHA inh
Nc1c(-c2nc3ccccc3[nH]2)c2ccccn2c1C(=O)c1ccccc1 | 6
Cc1nn(CC(=O)N(CC2CCOC2)C2CC2)c(=O)c2ccccc12 (stereo not drawn) | 2
O=C(c1cc(-c2cccs2)on1)N1CCCC1c1cccc(F)c1 (stereo not drawn) | -1
Cc1nn(CN(Cc2ccccc2)CC(F)(F)F)c(=O)c2ccccc12 | -9
O=C(OCC(=O)N1CCCCC1)c1cc(=O)c2cc(Cl)ccc2o1 | -8
Cc1ccccc1-n1ncc2c1NC(=O)CC21C(=O)N(CC(N)=O)c2c(C)cccc21 (stereo not drawn) | 1
CC(OC(=O)c1ccc2c(c1)NC(=O)CS2)C(=O)N1CC(=O)Nc2ccccc21 (stereo not drawn) | 8
CC(=O)c1cccc(NC(=O)c2cccc3ncccc23)c1 | 7
O=C(NCc1coc(-c2cccs2)n1)c1ccc(OC(F)F)cc1 | 19
Cc1nnc(NC(=O)NCC(C)(C)N2CCN(C)CC2)s1 | ?
Cc1cccc(/C=C/C(=O)c2cc3cc(Cl)ccc3oc2=O)c1 | -2
CC(C)Cc1nc2cccnc2n1C1CCN(S(=O)(=O)c2ccc3c(c2)CCCC3)CC1 | 15
O=C(CSc1ccc(Cl)cc1)c1cc2ccccc2oc1=O | -2
O=C(COc1c(I)cc(Cl)c2cccnc12)N1CCCC1 | -11
O=C(CCS(=O)(=O)Cc1cccc(F)c1)Nc1ccc(F)cc1 | -1
N#CC1=C(N)n2ncnc2NC1c1ccc(Cl)cc1Cl (stereo not drawn) | 0
CCOC(=O)[C@]12CCCC=C1N(Cc1ccc(Cl)cc1Cl)C(=O)[C@H](CC(=O)NCC1CCCCC1)C2 | -1
CCC1(c2ccccc2)NC(=O)N(NC(=O)c2nn(-c3ccccc3)c(=O)c3ccccc23)C1=O (stereo not drawn) | -4
Cc1cccc(C)c1-n1nnnc1SC(C(=O)N1CCCC1)c1ccccc1 (stereo not drawn) | -9
CC(CC1OCC(CN2CCCCC2)O1)CC(C)(C)C (stereo not drawn) | 6

# Rewritten with each value named: part of the list above.
Cc1nnc(NC(=O)NCC(C)(C)N2CCN(C)CC2)s1
  LDHA inh = ?
O=C(OCC(=O)N1CCCCC1)c1cc(=O)c2cc(Cl)ccc2o1
  LDHA inh = -8
O=C(CCS(=O)(=O)Cc1cccc(F)c1)Nc1ccc(F)cc1
  LDHA inh = -1
Cc1cccc(C)c1-n1nnnc1SC(C(=O)N1CCCC1)c1ccccc1 (stereo not drawn)
  LDHA inh = -9

# Next section:
compound | LDHA inh
O=C(CCc1ncc(-c2c(F)cccc2F)o1)NCC(=O)Nc1ccccc1Br | -6
COC(=O)COc1ccc2c(C)c(-c3ccc(Cl)cc3)c(=O)oc2c1 | -7
COc1ccc(C2SCCN2S(=O)(=O)c2cccc(C)c2)cc1Br (stereo not drawn) | 7
CCCC12CN3CC(C)(CN(C1)C31C(=O)N(C)c3ccccc31)C2=O (stereo not drawn) | -3
Cn1c(=O)c2c(ncn2CCNC2=NCCCC2)n(C)c1=O | -4
Cn1c(SCc2csc(-c3ccc(Cl)cc3)n2)nnc1C1CC1 | 4
O=C(NC1CCCCC1)C(c1cc2ccccc2o1)n1c(=O)c(-c2ccco2)nc2ccccc21 (stereo not drawn) | -4
COc1ccc(C(=O)O)cc1COc1ccc(NC(C)=O)cc1 | 15
O=C(COc1ncnc2ccc(Br)cc12)Nc1ccccc1 | -1
CC1(C)OC(=O)C2=C(C[C@@H](C3CCCCC3)O[C@@H]2c2ccc(F)cc2)O1 | 2
CC(C(=O)Nc1ccc(OC(F)F)c(Cl)c1)n1cccn1 (stereo not drawn) | 14
NC(=O)c1ccc(NC(=O)CCc2ncc(-c3ccc(F)cc3F)o2)cc1 | -2
CCCC(=O)Nc1nn2c(-c3ccccc3)nnc2s1 | 1
CN1C(=O)Cc2cc(S(=O)(=O)CCC(=O)NC3CCCCCCC3)ccc21 | 9
O=C(O)c1cccc(COc2cccc(Cl)c2)c1 | 0
O=C(O)c1c(F)c(F)c(F)c(F)c1Cc1ccccc1 | 3
Cc1ccc(/C=C(/C#N)S(C)(=O)=O)cc1 | -1
COc1ccc(C2C(C#N)=C(C)NC3=C2C(=O)CC(C)(C)C3)cc1OC (stereo not drawn) | -2
Cc1ccc(C)c(S(=O)(=O)N2CCN(C(=O)CCc3ncc(-c4ccc(F)cc4F)o3)CC2)c1 | 5
CCc1ccc2oc(C(=O)Nc3ccc(OC)cc3)cc(=O)c2c1 | 5

# Sorted by molecular weight (highest first): some entries from above
compound | LDHA inh
CC(C)C[C@H]1CN(CCCC[C@@H]2CNC(=O)C(=O)N2CCc2ccccc2)C(=O)C(=O)N1CCC1CCCCC1 | -5
COC(=O)[C@@]12C[C@@H](CC(=O)NCc3ccccc3)C(=O)N(Cc3ccco3)C1=CCC(C)(C)C2 | 1
CC(Sc1nnc(C2CC2)n1Cc1ccccc1)C(=O)Nc1ccnn1C(C)C (stereo not drawn) | -10
CCCCCCc1cc2c3c(c(=O)oc2cc1OCC(=O)OC(C)C)CCCC3 | 3
COc1ccc2c(C)c(CC(=O)NCCc3ccccc3F)c(=O)oc2c1C | -7
O=C(O)c1c(F)c(F)c(F)c(F)c1Cc1ccccc1 | 3
CC(CC1OCC(CN2CCCCC2)O1)CC(C)(C)C (stereo not drawn) | 6

# The list goes on:
compound | LDHA inh
O=C(COC(=O)CCCc1nc2ccccc2s1)NCc1ccccc1Cl | -1
CCOc1ccccc1-c1noc(CSc2nnc(C)n2-c2cccc(C)c2)n1 | 9
Nc1sc(-c2ccccc2)cc1C(=O)N1CCNCC1 | -2
O=C(CSc1nnc(Nc2ccccc2)s1)c1ccc(Cl)s1 | -1
CN(C)CCN1CCC(CN)CC1 | 7
CCOc1ccccc1NC(=O)N(C)Cc1nc(-c2ccccc2C)oc1C | 21
CS(=O)(=O)NC1CCN(C(=O)c2cnc3ccccc3n2)CC1 | 4
Cn1nc(C(=O)NCc2cccc(Cl)c2)c2ccccc2c1=O | -18
Cn1c(SCC(=O)Nc2sccc2C#N)nnc1-c1cccc(Cl)c1 | 3
COC(=O)[C@]12CCCCC=C1N(Cc1ccccc1)C(=O)[C@H](CC(=O)NCCc1ccccc1OC)C2 | 2
O=C(NC(NC(=O)c1ccccc1F)c1ccc(Br)cc1)c1ccccc1F | -8
CCCNC(=O)CCc1nc(-c2ccccc2)c(-c2ccccc2)o1 | -6
O=C(Nc1ccc(I)cc1F)c1ccc(-c2ccccc2)cc1 | 3
COc1ccc(C(=O)N(Cc2cc3ccc(C)cc3[nH]c2=O)c2ccc(C)cc2)cc1OC | -9
COc1cccc(-n2c(SCC(N)=O)nc3c(c2=O)C2(CCCC2)Cc2ccccc2-3)c1 | -7
CN(Cc1ccccc1)C(=O)c1ccc(OCc2ccccc2)cc1 | 1
COC(=O)c1ccc(Oc2nc(N(C)C)nc(N3CCCCC3)n2)cc1 | 3
N#Cc1c(N)n[nH]c1CCCCCNC(=O)Cc1ccc(-c2ccccc2)cc1 | 1
FC(F)(F)c1ccccc1C(c1ccccc1)N1CCNCC1 (stereo not drawn) | -3
Cc1ccc(C(=O)C(C)Sc2nnnn2C)cc1 (stereo not drawn) | -6

# Other structures:
compound | LDHA inh
O=C(Cn1nc(C(=O)O)c2ccccc2c1=O)Nc1ccc(F)c(F)c1 | 2
CCCCCCn1c(CN2CCN(CC)CC2)nc2c1c(=O)n(C)c(=O)n2C | 6
CCCC(C)NC(=O)c1ccccc1-c1ncc(-c2ccc(F)cc2)o1 (stereo not drawn) | 15
CC(/C=C/c1ccccc1)=N/NC(=O)C(c1ccccc1)c1ccccc1 | -3
Cc1ccc(C(=O)/C=C\N(C)C)cc1C | 13
O=C(OCC#CCSc1nnc(-c2ccccc2Cl)o1)c1ccc(F)cc1 | 0
CCCCCCC/C=N/NC(N)=S | 3
Cc1oc(-c2ccccc2F)nc1CS(=O)(=O)CC(=O)NCCN(C)C | -10
CCC(C)NC(=O)c1ccccc1NS(=O)(=O)c1c(F)cccc1F (stereo not drawn) | 7
S=C(NCc1ccccc1)N/N=C/c1ccccn1 | -2
Cc1oc(-c2nc(C#N)c(NCc3cccnc3)o2)cc1S(=O)(=O)N(C)C | 3
CCCC(C)NC(=O)c1ccccc1C (stereo not drawn) | 0
O=C(Cn1cnc2sccc2c1=O)N1CCOCC1 | 7
COc1ccc2c(C)cc(SCC(=O)N3CCCC3)nc2c1 | -2
Cc1cc(C(=O)NCc2cccnc2N(C)C)no1 | ?
Cc1ccc([N+](=O)[O-])c(C)c1N | 6
CCCCCCCCS(=O)(=O)CCOS(=O)(=O)CCCCCCCC | -11
C=CCNC(=O)c1ccccc1NC(=O)/C=C/c1cccc2ccccc12 | -1
CN(C)c1nc(Oc2ccc(=O)n(C)n2)nc(N(C)C)n1 | 20
O=C(c1cc2ccccc2oc1=O)N1CCN(c2ccccc2)CC1 | -21

# Carrying on.
compound | LDHA inh
Cc1cccc(NC(=O)c2sc(-n3nc(C)c(Cl)c3C)nc2C)c1 | -19
O=c1[nH]nc(SCc2nc(-c3ccc(Cl)cc3)no2)n2nc(-c3ccco3)cc12 | -13
CC(C)CCNC(=S)NN | -8
CN(CCOc1ccccc1)C(=O)c1cnc2ccccc2n1 | 1
C/C(=N/NC(=S)NCc1ccccc1)c1cccc(C(F)(F)F)c1 | 0
CCN(C(=O)Cn1nc(-c2ccc(F)cc2)ccc1=O)c1cccc(C)c1 | -8
CCN1CCCC1CNC(=O)CCCc1nc2ccccc2[nH]1 (stereo not drawn) | 3
Cc1cc(C(=O)NCc2ccncc2)sc1C | 1
COc1cc(C(C)=O)ccc1OCC(O)CN(C)Cc1sccc1C (stereo not drawn) | 3
COCCN(Cc1ccco1)C(=O)c1nn(Cc2ccccc2)c(=O)c2ccccc12 | 4
CCc1ccc(C(CNC(=O)c2n[nH]c(=O)c3ccccc23)N(C)C)cc1 (stereo not drawn) | 4
COc1cccc(C2C=C(c3ccc(C)cc3)Nc3ncnn32)c1 (stereo not drawn) | -6
CC1=CC(C)C2(CO)COC(c3ccccc3)C1C2C (stereo not drawn) | 3
C=CCN(CC(F)(F)F)C(=O)CCc1c[nH]c2ccccc12 | 2
CNC(=O)c1ccc(NC(=O)c2ccc3c(c2)NC(=O)CS3)cc1 | 1
C=CCOc1nc2c(c(=O)n(C)c(=O)n2C)n1Cc1ccc(Cl)c(Cl)c1 | -1
O=C(OCC(=O)N1c2ccccc2Sc2ccccc21)c1ccc2c(c1)OCCO2 | 1
Cc1cc(C(=O)N2CCCc3ccccc32)c2ccccc2n1 | 12
CCOc1cccc2cc(-c3nc(-c4ccc(OC)c(F)c4)no3)c(=O)oc12 | 4
CNC(=O)c1ccc(CN(C)C(=O)c2ccc(S(=O)(=O)NC3CC3)cc2)cc1 | 10

# (more compounds)
compound | LDHA inh
CCc1ccc(S(=O)(=O)[C@H]2CS(=O)(=O)C[C@@H]2N2CCN(c3ncccn3)CC2)cc1 | 4
CCCC(C)NC(=O)CN(c1ccccc1OC)S(C)(=O)=O (stereo not drawn) | 3
CC1CCC(NC(=O)c2ccc3c(Cl)c4c(nc3c2)CCCC4)CC1 (stereo not drawn) | 9
CCOc1ccc(/C=C(/C#N)C(=O)Nc2cccc3ncccc23)cc1 | 8
CCCCN1C(=O)C2(/C(=C(\O)c3ccc(OC)cc3)C(=O)C(=O)N2CCOC)c2ccccc21 (stereo not drawn) | -7
O=C(CSc1nc2ccsc2c(=O)[nH]1)Nc1ccccc1 | 4
O=C(CN(C1CCCCC1)S(=O)(=O)c1ccc(Br)cc1)N1CCCCCC1 | -7
CCCNC(=O)C1CCCN1S(=O)(=O)c1ccc(Br)s1 (stereo not drawn) | -4
CC(=O)c1ccc(C(=O)NC(C)c2ccc(OC(F)F)cc2)s1 (stereo not drawn) | 9
Fc1ccccc1CN1CCC(NCC2CNc3ccnn3C2)CC1 (stereo not drawn) | 3

# Screens deposited in PubChem BioAssay by National Center for Advancing Translational Sciences (NCATS).
